Compound activity (PubChem)
PABP1 MLLE inh – blocks PAM2 peptide binding to the PABP1 MLLE domain; GST-MLLE / FITC-PAM2 fluorescence polarization; inhibition, % at 20 µM; 360,000 tested, 0.36% active; in the data active = inhibition above about 35%, passing the limit was not always enough;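 note: plate controls were DMSO wells with GST-MLLE for no effect and wells lacking GST-MLLE protein for full effect; some results filed as inactive read as strong as hits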
MT1-MMP act inh – MT1-MMP (human) activation inhibition; 360,000 tested, 0.061% active; HT1080 RFP-PRO-GFP cells, GFP/RFP ratio fluorescence, overnight; percent of plate control window, DMSO zero; P50281; GFP/RFP ratio change, % at 20 µM;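 active = GFP/RFP ratio change of at least 30% with cell ATP level not reduced by more than half and red fluorescence within 50% of control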; note: strong numbers were not always called active
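Material – HT1080 RFP-PRO-GFP cells · Control set – DMSO wells and RFP-L50D-GFP cells · Incubation – overnight cell settling, then overnight compound exposure, 37 °C, 5% CO2 · Compound dosing – single-point 20 µM compound, 1% DMSO · Read-out – GFP/RFP fluorescence ratio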
FAS-TE inh – blocks the thioesterase domain of human fatty acid synthase; P49327; recombinant FAS-TE, OMFH fluorogenic substrate, fluorescence endpoint; inhibition, % at 15 µM; 360,000 tested, 0.67% active;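 active = compounds whose normalised, plate-corrected inhibition of enzyme fluorescence in the single-dose primary screen is 50% or more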;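 note: 0% = DMSO with enzyme and 100% = substrate without enzyme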
MsrA act – activators of bovine methionine sulfoxide reductase A. 360,000 tested, 0.3% active. activation, % at 10.6 µM. purified bovine MsrA, absorbance read-out; in the data active = activation above about 7.5%;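 note: 0% = vehicle and 100% = reference activator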
Rin1-Abl PPI inh – blocks binding of human Rin1 to Abl | 360,000 tested, 0.4% active | TR-FRET Rin1/Abl binding, biochemical | AID 588664 | inhibition, % at 7.35 µM | P00519+Q13671; in the data active = inhibition above about 5%, passing the limit was not always enough
E coli Lon inh – inhibits E. coli Lon protease; 360,000 tested, 0.42% active; inhibition, % at 7.94 µM; purified E. coli Lon protease, fluorescence polarization; AID 602123; P0A9M0; in the data active = inhibition above about 13%, passing the limit was not always enough;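 note: 0% = enzyme with probe and DMSO and 100% = no enzyme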
SKN-1 inh – inhibitors of C. elegans SKN-1. C. elegans VP596 Pgst-4::GFP/RFP ratio, acrylamide-induced, 24 h. 360,000 tested, 0.49% active. AID 624304. inhibition, % at 21.8 µM;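 active = interference check ratio from 0.5 to 1.5 plus GFP to RFP signal ratio inhibition reaching or exceeding a fixed threshold, cut at about 30% in these data, passing the limit was not always enough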; note: some compounds called inactive have numbers as strong as hits
CendR NRP1 mod – modulators of CendR peptide binding to human neuropilin-1; O14786; FAM-RPARPAR peptide binding to NRP-1, fluorescence polarization; inhibition, % at 25 µM; 360,000 tested, 0.85% active; AID 602438;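 active = inhibition or corrected inhibition above about 18%, plus a signal ratio from 0.5 to 1.5, limit read from the data, passing the limit was not always enough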; note: strong numbers were not always called active
Neddylation inh – inhibitors of human cullin neddylation | calls only at 25 µM | TR-FRET cullin neddylation, biochemical | 360,000 tested, 0.58% active; in the data active = inhibition above about 36%
An asterisk follows results filed as active; i = inactive; . = no result given; + = active, no number; & = joins results of further samples.

| compound | PABP1 MLLE inh | MT1-MMP act inh | FAS-TE inh | MsrA act | Rin1-Abl PPI inh | E coli Lon inh | SKN-1 inh | CendR NRP1 mod | Neddylation inh |
| --- | --- | --- | --- | --- | --- | --- | --- | --- | --- |
| CC(OC(=O)Nc1ccccc1)C(=O)OC1CCCCC1 (stereo not drawn) | -5 | 3 | 3 | -12 | 2 | -6 | -12 | 7 | i |
| CC(C)c1nnc(NC(=O)CSc2nc3ccccc3[nH]2)s1 | -2 | -2 | 1 | -3 | -2 | -2 | 10 | -10 | i |
| O=[N+]([O-])c1cc2c(cc1CN1CCN(CCOCCO)CC1)OCO2 | 6 | 0 | -2 | -10 | 3 | 0 | 2 | 1 | i |
| COc1ccc(C)cc1Nc1n[n+](-c2ccccc2)c(-c2ccc(C(=O)O)cc2)s1 | -13 | 4 | -1 | -8 | 2 | 1 | 13 | -5 | i |
| O=C(OCc1cn([C@H]2CN(CC3CCCCC3)[C@@H](c3ccc(Cl)cc3)C[C@@H]2O)nn1)c1ccccc1 | -9 | -5 | 22 | -4 | 2 | -9 | 1 | -3 | i |
| CCCCNC(=O)c1nc(C2CCN(S(=O)(=O)c3ccc(F)c(F)c3)CC2)oc1-c1ccccc1 | -5 | 1 | 24 | -7 | 8 | -12 | 5 | -5 | i |
| Cc1ccc(C(=O)N2CCN(C/C=C/c3ccccc3)CC2)cc1S(=O)(=O)N1CCOCC1 | -6 | 2 | 0 | -3 | 6 | 10 | 5 | -4 | i |
| O=C(N/N=C/c1c(O)ccc2ccccc12)c1[nH]ncc1Br | -72 | -29 | 1 | -4 | -3 | -262 | 7 | -24 | i |
| Cc1nc(C(N)=O)nc2ccccc12 | 1 | -2 | -6 | -3 | 3 | -8 | 14 | -1 | i |
| O=C(NCCCn1ccnc1)c1nn2c(C(F)(F)F)cc(-c3ccc(Br)cc3)nc2c1Cl | 1 | -4 | -12 | -9 | -1 | 7 | 9 | 30* | i |
| COc1ccc(Br)c(C(=O)OCC(=O)NC(=O)NC2CCCC2)c1 | 6 | 2 | 15 | -1 | -3 | -2 | 7 | 0 | i |
| CCOC(=O)c1c(C)[nH]c(C)c1C(=O)CSc1nnc(-c2ccncc2)n1Cc1ccccc1 | -8 | 5 | -1 | -3 | -3 | 4 | -2 | 17 | i |
| CSc1nc(-c2ccc(Cl)cc2)c(C#N)c(=O)[nH]1 | -44 | 2 | -3 | -2 | -6 | -9 | 1 | 0 | i |
| Cc1cc(C(=O)NCc2ccco2)sc1C | 5 | 3 | -3 | 1 | 0 | 6 | -9 | 5 | i |
| NC(=O)c1cc(-c2ccccc2)sc1NC(=O)Cc1ccc(S(=O)(=O)N2CCOCC2)s1 | -20 | -11 | -6 | -11 | 5 | -9 | -1 | -15 | i |
| CCOC(=O)c1c(NC(=O)CSc2nnc(-c3ccccc3)o2)sc(C(C)=O)c1C | -49 | -6 | 26 | -10 | 0 | -1 | -3 | -14 | i |
| CC(C)C(OC(=O)CN1C(=O)c2ccccc2C1=O)C(=O)NC1CCCCC1 (stereo not drawn) | 12 | 1 | 1 | -12 | 1 | 4 | -16 | 0 | i |
| O=C(Nc1ccccc1)c1cc(C2COCCN2C(=O)C2CC2)on1 (stereo not drawn) | 7 | -1 | -8 | -5 | -7 | 2 | 7 | 9 | i |
| Cc1nn(-c2ccccc2)nc1C(N)=O | 13 | 0 | -5 | -4 | 1 | -8 | 5 | -6 | i |
| COc1cc(S(=O)(=O)Nc2cccnc2)ccc1F | 5 | 7 | -10 | -10 | 0 | -9 | -24 | -8 | i |
| Cc1ccc2oc(C(=O)NCc3ccc(S(N)(=O)=O)cc3)cc(=O)c2c1 | -16 | 0 | -2 | -3 | 2 | -2 | -3 | 3 | i |
| Cc1ccc(C2CC(=O)C=C(NCC(C)C)C2)cc1 (stereo not drawn) | -2 | -2 | -5 | -3 | 0 | -4 | 10 | 0 | i |
| Cc1ccc(NC(=O)/C(Cl)=C\c2ccccc2)cc1 | -3 | 10 | 24 | -2 | -4 | -2 | 22 | -10 | i |
| CC(NC(=O)C1CCC(CNC(=O)[C@@H]2Cc3ccccc3CN2)CC1)c1ccccc1 (stereo partly drawn) | 0 | -1 | -4 | -2 | 0 | -6 | -1 | 5 | i |
| Nc1ccc(NC(=O)c2cccs2)cc1 | -2 | 2 | -4 | -3 | 1 | 4 | 0 | -13 | i |
| O=C(NCc1ccccc1)c1cccc(COc2ccccc2Cl)c1 | 5 | -2 | 24 | -2 | -2 | -2 | 10 | -8 | i |
| Cc1cccc2cc3c(NC(=O)c4ccccn4)nn(C)c3nc12 | -6 | 7 | 8 | -4 | 3 | -6 | 16 | -2 | . |
| CCOC(=O)c1nn(-c2ccccc2)c(=O)c(C#N)c1C | 0 | 2 | -10 | -8 | -1 | 11 | 3 | 6 | i |
| CN1CCCN(C(=O)c2c(F)cccc2Cl)CC1 | -3 | -2 | -8 | -3 | -1 | 9 | -10 | 11 | i |
| CCc1ccc(NC(=O)C2CCN(S(=O)(=O)c3ccc4c(c3)NC(=O)C(C)S4)CC2)cc1 (stereo not drawn) | -38 | -3 | 11 | -2 | 1 | -20 | 16 | -29 | i |
| CCOC(=O)C(=CNc1ccc(OC)cc1[N+](=O)[O-])C(=O)OCC | -2 | 5 | -2 | -6 | -2 | 3 | -15 | -26 | i |
| COc1ccc(OC)c(/C=C/c2[nH]c(=O)[nH]c(=O)c2[N+](=O)[O-])c1 | -23 | -5 | -1 | -5 | -1 | -11 | 4 | -39 | i |
| O=S(=O)(c1ccc2c(c1)CCCN2)N1CCCCC1 | 17 | -2 | 1 | -1 | 0 | -9 | -4 | 10 | i |
| CCN(C[C@H]1N[C@@](CC)(C(=O)OC)[C@H]2C(=O)N(C)C(=O)[C@@H]12)C(=O)c1ccc(F)cc1 | 8 | 3 | -10 | -4 | -1 | -10 | -18 | -5 | i |
| CC(=O)Nc1ccc(OCC(O)CNC(C)C)cc1 (stereo not drawn) | 6 | -1 | 0 | -3 | -3 | -3 | 3 | -19 | i |
| CC(=O)c1ccc(NC(=O)CN2c3cccc4cccc(c34)S2(=O)=O)cc1 | -4 | 10 | 5 | -4 | 1 | 7 | 10 | 5 | + |
| CONC(=O)c1cc(OCC(F)(F)F)ccc1OCC(F)(F)F | 8 | 3 | -7 | -8 | 3 | 3 | -7 | 0 | i |
| Fc1ccc(N2CCN(c3nc(-c4ccco4)cc(C(F)(F)F)n3)CC2)cc1 | -6 | -3 | 29 | 0 | 1 | -6 | 17 | -1 | i |
| O=C(O)CC1=C(Nc2ccccc2)C(=O)N(c2ccccc2)C1c1ccc(Br)cc1 (stereo not drawn) | -9 | -3 | 3 | 2 | 0 | -4 | -2 | 1 | i |
| Cc1cc(C=O)c(C)n1-c1ccc(NC2CCCCC2)c([N+](=O)[O-])c1 | 6 | -2 | -30 | 1 | -6 | -2 | 31 | -5 | i |
| Cc1ccc2cc(CNC(C)(C)C)c(=O)[nH]c2c1 | 1 | 1 | -7 | -1 | -2 | -6 | -3 | -19 | i |
| CCc1ccc(NC(=O)N(CCN2CCOCC2)C2CCN(C(C)=O)CC2)cc1 | 2 | 3 | -1 | 5 | -1 | -1 | -4 | 13 | i |
| Cc1ccnc(N2CCCC(C(=O)Nc3cccc(C)c3C)C2)n1 (stereo not drawn) | -5 | 1 | -3 | -3 | -1 | 2 | 5 | -3 | i |
| c1ccc(CCN2CCN(c3ncnc4c3cnn4-c3ccccc3)CC2)cc1 | 10 | 1 | 15 | -3 | -3 | 5 | 27 | 1 | i |
| O=C(c1ccccc1)c1ccc(OCC(O)CN2CCCCC2)cc1 (stereo not drawn) | 5 | 3 | -4 | -3 | 1 | 0 | 14 | -11 | i |
| Cc1ccc(S(=O)(=O)Nc2cccc(Cl)c2)cc1NC(=O)C1CC1 | -1 | -1 | 5 | -3 | 2 | 1 | 13 | 4 | i |
| C/C(CC(=O)NC1CCCCC1)=N\NC(=O)c1ccccn1 | 1 | -2 | -11 | -13 | 3 | -1 | -9 | -6 | i |
| CCc1ccc(-c2cc(C)no2)cc1S(=O)(=O)NC(C)Cc1ccco1 (stereo not drawn) | -7 | 0 | 19 | -3 | 4 | -5 | -1 | 5 | i |
| COC(C[C@@H]1O[C@@H]1[C@@H](O)[C@H](C)OCc1ccccc1)OC | 1 | 9 | -3 | -1 | 3 | -11 | 2 | 3 | i |
| C#Cc1ccc([C@H]2C=C(C(=O)NCc3ccccc3)O[C@@H](OCC)[C@@H]2CCCO)cc1 | 2 | 3 | 0 | 0 | 2 | -8 | -1 | -13 | i |
| C=CC[C@@H](CC(=O)N[C@H](CO)Cc1ccccc1)C(=O)NC[C@@H](OC(=O)[C@@H](CC=C)Cc1ccc(F)cc1)c1ccccc1 | -8 | -2 | -10 | -5 | 1 | 8 | -10 | -3 | i |
| O=C(CCNC(=O)c1ccc([N+](=O)[O-])cc1)Nc1ccccc1N1CCCC1 | -7 | 5 | 33 | -2 | -1 | 6 | 6 | 14 | i |
| COc1ccc(NC(=O)CSc2nnc(C)s2)cc1S(=O)(=O)N1CCOCC1 | 10 | -1 | -11 | -2 | 1 | 4 | 9 | -3 | i |
| CN(Cc1ccccc1)C(=O)c1cccc(NC(=O)Cc2ccc(NC(=O)C3CCCN(C(=O)C4CCCCC4)C3)cc2)c1 (stereo not drawn) | 6 | 4 | 3 | -1 | -6 | 2 | 13 | -2 | i |
| C/C(CC1CC(COCC(C)C)OC1=O)=N\Nc1nc(-c2ccccc2)cs1 (stereo not drawn) | 11 | 1 | 1 | -5 | 1 | -11 | 3 | -3 | i |
| O=C(/C=C/c1ccco1)Nc1cccc2cccnc12 | 35 | -23 | -1 | -3 | 4 | -1 | 14 | -37 | i |
| C/C(Cl)=C\CSc1nnc2n(N)c(=O)c3ccccc3n12 | -10 | -7 | -1 | -2 | 3 | 0 | 0 | 0 | i |
| COc1ccc2ccccc2c1/C=N/NC(=O)c1cccc(C)c1 | 0 | 0 | 5 | 9.4* | 3 | 3 | -5 | -10 | i |
| COc1cc(C2SCC(=O)N2Cc2ccccc2)ccc1O (stereo not drawn) | 6 | 1 | -3 | -1 | 2 | -7 | 3 | -3 | i |
| CCCOP(=O)(c1ccc(N(C)C)cc1)C(Nc1ccccc1)c1ccc(N(C)C)cc1 (stereo not drawn) | 12 | -6 | 5 | 4 | 0 | 3 | -3 | -8 | i |

Single records (already shown). Order of screens: PABP1 MLLE inh	MT1-MMP act inh	FAS-TE inh	MsrA act	Rin1-Abl PPI inh	E coli Lon inh	SKN-1 inh	CendR NRP1 mod	Neddylation inh
O=C(CCNC(=O)c1ccc([N+](=O)[O-])cc1)Nc1ccccc1N1CCCC1 reads -7	5	33	-2	-1	6	6	14	i
CCc1ccc(-c2cc(C)no2)cc1S(=O)(=O)NC(C)Cc1ccco1 (stereo not drawn) reads -7	0	19	-3	4	-5	-1	5	i

Further entries follow:
| compound | PABP1 MLLE inh | MT1-MMP act inh | FAS-TE inh | MsrA act | Rin1-Abl PPI inh | E coli Lon inh | SKN-1 inh | CendR NRP1 mod | Neddylation inh |
| --- | --- | --- | --- | --- | --- | --- | --- | --- | --- |
| CCN1CCN(Cc2ccc(NC(=O)c3ccc(C)c(NC(=O)N4CCNC4=O)c3)cc2C(F)(F)F)CC1 | -1&6&-3 | -4&-4&6 | -7&-9&-4 | -2&1&-1 | 3&1&2 | 2&3&-5 | 5&2&-11 | -11&-2&-1 | i |
| CCOC(=O)c1ccc(NS(=O)(=O)c2c(C)[nH]c(C)c2C(=O)N2CCCCC2)cc1 | -9 | 4 | -4 | -1 | -2 | 0 | 10 | 14 | i |
| CC/C(=N\NC(=O)c1ccccc1Cl)c1ccc(Br)s1 | 4 | 14 | -7 | -4 | -1 | -4 | 12 | 7 | i |
| Cc1ccc(-c2ccnc3nc(Sc4ncc(C(F)(F)F)cc4Cl)nn23)cc1 | 6 | -1 | 38 | 1 | -5 | 16 | 41* | 10 | i |
| O=C(CSCc1c(Cl)cccc1Cl)N1CCOCC1 | 22 | -3 | -8 | -1 | -3 | -12 | 3 | -15 | i |
